# UDG counter = Primary qHTS assay for inhibitors of Activation Induced Cytidine Deaminase (AID): UDG Counterscreen signal. FRET deamination/UDG coupled assay, UDG read, 4 h. AID 1347430, 2020. 91,000 tested, 0.14% active. Potency, µM (doses to about 115 µM), for the others: top-dose activity change, negative = inhibition, most hits filed as inhibitors; also: nearly all actives have a fitted effect of over 65% in size
# AID inh = Primary qHTS assay for inhibitors of Activation Induced Cytidine Deaminase (AID): AID signal | Single-stranded DNA cytosine deaminase (Homo sapiens), Q9GZX7 | AID deamination FRET fluorescence, UDG-coupled, 4 h | Potency, µM (highest dose often 115 µM), for the others: at the top dose activity change, negative = inhibition, actives largely listed as inhibitors | 91,000 tested, 0.32% active | AID 1347428, 2020; also: nearly all actives have a fitted effect of over 25% in size
# Target sequence (Q9GZX7 whole entry, looked up): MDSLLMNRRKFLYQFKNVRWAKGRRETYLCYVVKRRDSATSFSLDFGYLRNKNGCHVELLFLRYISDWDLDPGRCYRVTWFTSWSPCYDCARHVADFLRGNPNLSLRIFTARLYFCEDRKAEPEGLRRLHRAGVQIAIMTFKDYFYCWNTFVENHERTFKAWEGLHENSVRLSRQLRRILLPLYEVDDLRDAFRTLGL
# * marks the source's active call; other numbers are inactive results; ? = inconclusive; [ ] = dose if it differs, or a comment. Calls follow the shape of the dose curve; as a rule, active = well fitted curve in the direction sought with a large enough effect; inconclusive = small, poorly fitted or top-dose-only effect, or another doubt; inactive = no such curve, though single readings can be large; an effect the other way counts as inactive or inconclusive. % is scaled to controls: 0 for no effect and ±100 for the full control effect; potency is read from the fitted curve at half-maximal effect. The list is partial; the hit share may differ from the screen's.
# Below each SMILES: UDG counter	AID inh
- CCOc1ccccc1C(=O)Nc1c(NC2CCCCC2)c2ccccc2oc1=O
    -1.4%	-6.4%
- COCCCNC(=O)C1CCCN(C(=O)c2cnn(-c3ccc(F)cc3)c2-n2cccc2)C1 (configuration not stated)
    7.0%	8.2%
- CSc1ccc(C(C)NC(=O)c2cccc(C)c2)cc1 (configuration not stated)
    -6.5%	-7.9%
- CC(=O)c1c(C)[nH]c(-c2csc(NC3CCCC3)n2)c1C
    23.8%	24.5%
- O=C(NCc1ccccc1Cl)C1CCN(c2ncnc3c2nc2n3CCCCC2)CC1
    -1.8%	3.1%
- CC(Sc1ccccc1F)C(N)=O (configuration not stated)
    -1.9%	-3.6%
- CCc1cccc(-n2c(=O)c3cccnc3n2CC(=O)NCc2ccccc2)c1
    -10.9%	?
- Cc1c(-c2ccc(Cl)cc2)[n+](=O)c(-c2ccc(Cl)cc2)c(C)n1[O-]
    2.8%	-6.3%
- C=CCNC(=S)NC(C)c1ccccc1 (configuration not stated)
    -14.0%	-5.5%
- CC(C)(C)C(=O)C1C(C(C)(C)C)=CC(c2ccccc2)=CC1(C)c1ccccc1 (configuration not stated)
    -1.5%	-4.6%
- Cc1cc(C)cc(C(=O)Nc2ccc(-c3nc4ncccc4o3)cc2)c1
    9.4%	-18.2%
- COc1cccc(CNc2ccc3c(c2)ncn3C)c1OC
    -10.3%	136.7%[activator]
- COc1cc(NC(=O)Cn2c(=O)ccc3cc(S(=O)(=O)N4CCCC4)ccc32)cc(OC)c1
    -17.4%	-22.3%
- Cc1ccc(C)c(NC(=O)Cn2cc(C(=O)c3ccc(Cl)cc3)c(=O)c3ccc(C)nc32)c1
    -10.7%	-21.3%
- CCC(C(=O)Nc1nnc(CC2CCCC2)s1)c1ccccc1 (configuration not stated)
    -5.6%	-4.6%
- COc1ccc(NC(=O)c2nnn(-c3ccc(C(C)C)cc3)c2C)c(OC)c1
    -6.0%	15.0%
- COc1ccccc1-c1nc(S(=O)(=O)c2ccc3c(c2)OCCO3)c(N2CCN(C)CC2)o1
    -2.0%	1.0%
- Cc1nnc(N2CCN(C(=O)Nc3cc(F)ccc3F)CC2)c2nn(-c3ccc(Cl)cc3)c(C)c12
    -9.7%	?
- CC(C)(C)c1nc2cc(NC(=O)Cc3ccc([N+](=O)[O-])cc3)ccc2o1
    5.7%	6.7%
- CCOC(=O)c1[nH]c2c(c1Cc1ccccc1OC)C(=O)CC(c1ccc(OC)cc1)C2 (configuration not stated)
    -11.1%	-21.2%
- Cc1cc(-c2ccc(C)c(S(=O)(=O)N3CCOc4ccc(Cl)cc43)c2)on1
    -24.5%	?
- CCOc1ccc(N(C(C)C(=O)Nc2cc(Cl)ccc2OC)S(C)(=O)=O)cc1 (configuration not stated)
    -14.0%	-0.9%
- CN(Cc1ccccc1)C(=O)Nc1ccc2c(c1)N(C)C(=O)c1ccccc1S2
    -24.7%	?
- Cc1nc2ccc(S(=O)(=O)NCC(=O)NCc3ccc(Cl)cc3)cc2s1
    -4.2%	-1.7%
- C=C(C)c1cccc(C(C)(C)NC(=O)NCC2(C)CC(NC(=O)NC(C)(C)c3cccc(C(=C)C)c3)CC(C)(C)C2)c1 (configuration not stated)
    -0.9%	2.1%
- CCOC(=O)c1c(NC(C)=O)c2c3c(sc2n1Cc1nc(-c2ccccc2Cl)oc1C)CCCC3
    -18.2%	99.6%[activator]
- Cc1c2cnn(CC(=O)N3CCCCC3)c(=O)c2c(C)n1Cc1ccc(F)cc1
    -10.6%	-12.5%
- Cn1cc(CC(=O)N2CCC(NC(=O)C3CC3)CC2)c2ccccc21
    -11.1%	-10.3%
- Cc1cc(NC(=O)c2cnn(-c3ccccc3)c2-n2cccc2)ccc1Br
    -10.1%	?
- COc1ccc2oc(-c3ccc(NC(=O)C(C)C)cc3)nc2c1
    1.3%	-0.3%

# New compounds follow.
# Below each SMILES: UDG counter	AID inh
- Cc1ccc(CNc2nc(NCc3ccc(C)cc3)n(C(=O)c3ccco3)n2)cc1
    -8.4%	0.0%
- O=C(O)C12CC3CC(C(=O)O)(C1)CC(C(=O)O)(C3)C2
    5.7%	4.8%
- CCOC(=O)c1ccc(NC(=O)CC(c2ccc(OC)c(OC)c2)N2Cc3ccccc3C2=O)cc1 (configuration not stated)
    ?	-5.4%
- NC(=O)NC(=O)COC(=O)c1cc(Cl)cc(Cl)c1
    -1.4%	-0.9%
- OC(COc1ccc(F)cc1)CN1CCN(c2nccs2)CC1 (configuration not stated)
    4.9%	-1.5%
- CCc1nnc(NC(=O)c2nc(S(=O)(=O)Cc3cccc(C)c3)ncc2Cl)s1
    -4.8%	-2.8%
- Brc1ccc(-c2cc3ccccn3c2)cc1
    6.7%	2.8%
- CN1CCC(N(C)CCN(C)C(=O)Nc2ccccc2C(F)(F)F)CC1
    -0.1%	-0.1%
- CCCN(CCC)CCNC(=O)Cn1cc2c(n1)-c1c(oc(C(=O)N3CCCC3)c1C)CC2
    -14.5%	42.3%[activator]
- Cc1nc(C)c(CC(=O)Nc2nnc(C3CC3)s2)c(=O)[nH]1
    -4.3%	4.9%
- COc1ccc(N(CC(=O)NCCc2ccc(C)cc2)S(=O)(=O)c2c(C)nn(C)c2C)cc1
    -7.2%	-29.7%
- O=C1C=Cc2ccc(Br)c3cccc1c23
    13.7%	105.6%[activator]
- CCOc1ccc(NC(=O)CCc2c(C)nc3cc(-c4ccccc4OC)nn3c2C)cc1
    6.5%	?
- Cn1ccc2cc(S(=O)(=O)N3CCN(C(=O)Nc4cccc(F)c4)CC3)ccc21
    -21.2%	?
- COc1cccc(OC)c1C(=O)Nc1ccc2c(c1)N(C(C)=O)CCC2
    3.0%	2.6%
- COc1ccc(OC)c(Nc2ncnc3c2cnn3-c2ccc(C)cc2)c1
    19.3%	10.3%
- Cc1nc(SCC(=O)Nc2sc3c(c2C#N)CCCCC3)c2ccccc2n1
    0.8%	-11.1%
- O=C(CSc1nnc(-c2cccnc2)n1C1CC1)c1cc2ccccc2o1
    3.5%	7.9%
- O=C(CN1C(=O)NC2(CCCC2)C1=O)Nc1cccc2cccnc12
    -0.4%	7.2%
- CCc1ccc(S(=O)(=O)c2nnn3c2nc(N2CCN(c4ccccc4)CC2)c2cc(Cl)ccc23)cc1
    -12.0%	6.4%
- N#Cc1nc(COc2ccccc2)oc1NCc1cccnc1
    -1.7%	2.0%
- Cc1ccc2c(n1)sc1c(=O)n(-c3cccc(C(F)(F)F)c3)nnc12
    ?	7.9%
- Cc1ccc(C(=O)N2CCN(Cc3ncc(C(C)(C)C)o3)CC2)cc1
    -0.5%	-3.7%
- CC(Sc1ccccc1)C(=O)Nc1cccc(-n2cnnn2)c1 (configuration not stated)
    11.1%	3.0%
- Cc1cccc(-c2nc3cc(NC(=O)Cc4ccc(Cl)cc4)ccc3o2)c1
    -24.5%	-12.8%
- O=C(COC(=O)c1ccccc1OCc1ccccc1)Nc1ccc(Cl)cc1
    -8.9%	-11.7%
- N#C/C(=C\c1cccn1-c1cccc(Br)c1)c1ccccc1
    -11.1%	-16.2%
- COc1cccc(CC(=O)Nc2c(C(=O)N3CCN(c4ccccc4)CC3)oc3ccccc23)c1
    -11.7%	?
- O=C(CC1SC(c2cc3ccccc3oc2=O)=NC1=O)Nc1ccc2ccccc2c1 (configuration not stated)
    -3.9%	-3.3%
- CCOc1ccc(CNC(=O)CCS(=O)(=O)c2cc3c4c(c2)CCN4C(=O)CC3)cc1OC
    -15.0%	16.9%

# (continued)
# Below each SMILES: UDG counter	AID inh
- O=C(Cn1nc(Cc2cccnc2)c2ccccc2c1=O)N1CCN(c2ccccc2F)CC1
    2.3%[57.5 µM]	-26.5%
- CC(OC(=O)C12CC3CC(CC(C3)C1)C2)C(=O)Nc1ccc(Oc2ccccc2)cc1 (configuration not stated)
    -4.9%	-3.9%
- CC(NC(=O)CC1C=CCC1)c1cccs1 (configuration not stated)
    5.0%	7.4%
- Cc1noc(C)c1CS(=O)(=O)c1ccccc1Br
    13.1%	-2.4%
- Cc1nc2nc(C)c(CCC(=O)NCc3ccccc3)c(C)n2n1
    -0.6%	3.1%
- CC(NC(=O)CC(C)(C(=O)O)c1ccccc1)c1ccc(F)c(F)c1 (configuration not stated)
    -4.5%	-6.8%
- CC1CCCC/C1=N\NC(=O)CCC(=O)Nc1ccc(I)cc1 (configuration not stated)
    -11.7%	-4.0%
- CCOc1ccc(NC(=O)c2ccc(C)cc2)c2cccnc12
    -10.7%	-4.1%
- CCc1ccccc1NC(=O)Cn1nc(C)c2ccccc21
    1.8%	0.9%
- Cc1nc(SCC(=O)Nc2ccccc2Br)oc1C
    -8.6%	-17.9%
- CCCC(=O)N1CC(=O)Nc2ccc(Cl)cc2C1c1ccc(F)cc1 (configuration not stated)
    -1.2%	-10.6%
- CCN(CC(=O)NCc1cccs1)C(=O)c1ccc(S(=O)(=O)N(CC)c2ccccc2)cc1
    -11.6%	-11.4%
- CCc1c(C)sc(NC(=O)c2cc(-c3ccncc3)nc3c(C)c(C)ccc23)c1C#N
    -6.2%	16.1%
- Cc1ccc(NS(=O)(=O)c2cc([N+](=O)[O-])ccc2N/N=C/c2ccc(-c3ccccc3)cc2)c(C)c1
    -2.8%	-7.9%
- CCc1ccc(-c2nn(CC(=O)NC3CCCC3)c3c2cnc2ccc(C)cc23)cc1
    -29.8%	-8.8%
- Cc1ccccc1NC(=O)C1CCN(C(=O)N2CCOc3ccccc32)CC1
    0.4%	-5.1%
- CNC(=S)N/N=C/c1ccc(Cl)cc1
    10.2%	6.9%
- COCCn1cnnc1SCc1ccccc1Cl
    -2.0%	1.2%
- Cc1cccc(C)c1NC(=O)C(NS(=O)(=O)c1ccc2c(c1)CCC(=O)N2)c1ccccc1 (configuration not stated)
    13.0%	13.6%
- COc1ccc(-c2cc3c(=O)n(CC(=O)NCc4cccc(Br)c4)ncn3n2)cc1
    -2.1%	-2.1%
- Cc1cccc(NC(=O)COc2ncnc3ccc(Br)cc23)c1C
    -12.6%	5.4%
- CCCCn1cnc2c1c(O)nc(=O)n2Cc1ccccc1
    2.9%	-1.0%
- O=C(CSc1ncnc2sc3c(c12)CCC3)N1CCCc2ccccc21
    2.0%	-3.4%
- COc1cc(-c2cc(OC)c3c(C)oc(C)c3c(=O)c2)ccc1OC(=O)c1cccc(Cl)c1
    -4.9%	-18.8%
- Cc1ccccc1-c1nn2c(=O)cc(CN3CCN(C(=O)/C=C/c4ccccc4)CC3)nc2s1
    ?	42.1%[activator]
- O=C(CSc1nnnn1Cc1ccccc1)Nc1ccc(CN2CCOCC2)cc1
    -2.4%	-7.3%
- NS(=O)(=O)N1CCCC(c2nc3ccccc3o2)C1 (configuration not stated)
    0.8%	3.9%
- Cc1ccsc1C(=O)Nc1ccc2c(c1)CCC2
    -4.2%	-8.6%
- COc1ccc(OC(=O)c2cc(Cl)c(OC)c(Cl)c2)cc1
    2.7%	-4.0%
- N#C/C(=C\c1cccc(F)c1)c1nc(-c2cc3ccccc3oc2=O)cs1
    2.9%	34.6%[activator]

# (more compounds)
# Below each SMILES: UDG counter	AID inh
- Cc1cccc(NC(=O)C2=C(c3ccccc3)S(=O)(=O)CCO2)n1
    -12.1%	-4.9%
- CSc1cccc(NC(=O)COc2coc(CN3CCSCC3)cc2=O)c1
    -1.6%	-1.9%
- CCN(C(=O)c1ccc(F)cc1)C1CC1
    -8.8%	-4.5%
- CCCC(=O)c1ccc(Oc2ccccc2)cc1
    0.0%	-7.3%
- Cc1ccc(N(CC(=O)Nc2cccc(F)c2)S(=O)(=O)c2cccs2)cc1
    -5.0%	13.9%
- Cc1nn(CC(=O)O)c(=O)c2cc3cc(F)ccc3n12
    26.9%	6.2%
- O=C(OCc1ccc(Cl)cc1)c1cnc2ccccc2n1
    10.9%	-0.4%
- CCOC(=O)c1noc2ncn(CC(=O)Nc3ccccc3OC)c(=O)c12
    1.1%	66.6%[activator]
- Cc1ccc(C)c2sc(NC(=O)c3ccc(S(=O)(=O)N4CCC(C)CC4)cc3)nc12
    12.0%	11.8%
- CN(CCCNC(=O)c1nc2ccccc2c(=O)[nH]1)C(=O)c1ccccc1
    0.6%	2.6%
- Oc1cc(O)cc(/C=C/c2ccc(O)c(O)c2)c1
    -8.6%	-1.6%
- CCOC(=O)C1=C(CN2CCCCC2)NC(=O)NC1c1ccc(C)cc1 (configuration not stated)
    -11.3%	-5.9%
- O=S(=O)(Nc1ccc2oc3c(c2c1)CCCC3)c1cc(Cl)ccc1Cl
    20.9%	13.6%
- CCC(Oc1ccccc1)C(=O)Nc1cc(-c2ccccc2F)nn1-c1ccccc1 (configuration not stated)
    5.5%	11.5%
- Cc1ccc(NC(=O)c2cc3c(-c4ccccc4)nn(-c4ccccc4)c3s2)cc1
    -0.1%	?

# Ordered by length of the SMILES (lowest first): some entries from above.
# Below each SMILES: UDG counter	AID inh
- CCCC(=O)c1ccc(Oc2ccccc2)cc1
    0.0%	-7.3%
- CCc1ccccc1NC(=O)Cn1nc(C)c2ccccc21
    1.8%	0.9%
- CCC(C(=O)Nc1nnc(CC2CCCC2)s1)c1ccccc1 (configuration not stated)
    -5.6%	-4.6%
- Cc1nc(C)c(CC(=O)Nc2nnc(C3CC3)s2)c(=O)[nH]1
    -4.3%	4.9%
- Cc1cccc(NC(=O)C2=C(c3ccccc3)S(=O)(=O)CCO2)n1
    -12.1%	-4.9%
- CCOc1ccc(N(C(C)C(=O)Nc2cc(Cl)ccc2OC)S(C)(=O)=O)cc1 (configuration not stated)
    -14.0%	-0.9%
- Cc1cccc(C)c1NC(=O)C(NS(=O)(=O)c1ccc2c(c1)CCC(=O)N2)c1ccccc1 (configuration not stated)
    13.0%	13.6%

# Assay outcomes as filed in PubChem.
